Assay outcomes: PubChem, The Scripps Research Institute Molecular Screening Center
MITF primary: human MITF inhibition, primary screen. AID 1259374. actives 0.91% (n = 650,000). inhibition, % at 2.6 µM. AlphaScreen MITF homodimerization, bead proximity signal. O75030; in the data active = inhibition above about 50%;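 also: 0% = vehicle wells with protein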
TEAD-YAP block: TEAD-YAP interaction inhibition; HEK-TIYL cells, TEAD-Gal4/YAP UAS-luciferase luminescence; inhibition, % at 9.12 µM; actives 1.4% (n = 640,000); in the data active = inhibition above about 32%;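 also: 0% = median of test compound wells and 100% = reference inhibitor wells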
GPR151 activ: activators of human GPR151. Q8TDV0. PathHunter beta-arrestin GPR151 cells, luminescence. activation, % at 11.2 µM. actives 1% (n = 650,000). AID 1508602; in the data active = activation above about 4.9%;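 also: 0% = median of compound wells and 100% = cells with positive control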
Target sequence (Q8TDV0 whole entry, looked up): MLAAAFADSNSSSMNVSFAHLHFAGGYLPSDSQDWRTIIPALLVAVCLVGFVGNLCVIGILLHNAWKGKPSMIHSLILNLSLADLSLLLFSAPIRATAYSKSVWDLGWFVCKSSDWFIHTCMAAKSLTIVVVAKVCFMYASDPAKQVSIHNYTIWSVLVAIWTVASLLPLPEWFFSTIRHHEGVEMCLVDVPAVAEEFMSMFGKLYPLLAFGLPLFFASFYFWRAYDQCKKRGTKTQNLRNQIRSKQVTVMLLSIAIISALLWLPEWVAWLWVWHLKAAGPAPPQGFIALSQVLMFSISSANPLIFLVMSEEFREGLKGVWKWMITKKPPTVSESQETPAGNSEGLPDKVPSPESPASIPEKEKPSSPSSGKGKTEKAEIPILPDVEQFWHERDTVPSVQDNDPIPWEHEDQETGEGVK
FBW7 activator: activators of human E3 ligase FBW7; Q969H0; AlphaScreen FBW7–phospho-cyclin E peptide binding, activator screen; normalized activity (activation), % at 26.1 µM; actives 0.13% (n = 650,000); AID 1259310; in the data active = normalized activity above about 1.9%;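 also: purified mutant Fbw7 with reduced substrate affinity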
Target sequence (Q969H0 whole entry, looked up): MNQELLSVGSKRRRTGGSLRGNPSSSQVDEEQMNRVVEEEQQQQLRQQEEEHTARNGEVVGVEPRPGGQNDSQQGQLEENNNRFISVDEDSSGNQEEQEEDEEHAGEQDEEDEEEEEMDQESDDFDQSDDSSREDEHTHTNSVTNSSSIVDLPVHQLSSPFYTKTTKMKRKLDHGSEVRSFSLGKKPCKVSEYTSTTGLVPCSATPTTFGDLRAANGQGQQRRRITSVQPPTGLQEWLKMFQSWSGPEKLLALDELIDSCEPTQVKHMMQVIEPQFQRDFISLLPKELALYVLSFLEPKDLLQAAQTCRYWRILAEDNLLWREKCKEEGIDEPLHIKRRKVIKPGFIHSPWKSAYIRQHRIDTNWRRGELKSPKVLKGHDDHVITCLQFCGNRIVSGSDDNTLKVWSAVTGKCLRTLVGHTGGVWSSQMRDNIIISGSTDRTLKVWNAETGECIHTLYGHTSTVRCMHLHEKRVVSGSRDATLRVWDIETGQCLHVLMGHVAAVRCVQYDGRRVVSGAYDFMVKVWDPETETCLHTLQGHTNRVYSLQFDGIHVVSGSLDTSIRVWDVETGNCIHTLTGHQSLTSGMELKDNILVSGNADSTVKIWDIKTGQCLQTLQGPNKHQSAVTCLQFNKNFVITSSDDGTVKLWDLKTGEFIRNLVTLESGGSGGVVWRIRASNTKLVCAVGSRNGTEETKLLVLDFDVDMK
* = called active by the depositor; nt = not tested or not shown.

SMILES | MITF primary | TEAD-YAP block | GPR151 activ | FBW7 activator
CCN(C(=O)c1cccs1)C1C2CC3CC(C2)CC1C3 (centres undefined) | -25.1 | 6.3 | 0.9 | 0.0
Cc1nnc(NNS(=O)(=O)c2ccc(Cl)cc2)[nH]c1=O | 17.0 | -2.4 | -1.0 | 0.6
CCCCn1c(CNC(=O)c2ccccc2F)nnc1SCC(=O)Nc1sc2c(c1C(=O)OCC)CCC2 | -2.3 | -4.0 | 0.1 | 0.0
CCOC(=O)C1=C(O)/C(=C/c2ccc(O)cc2)SC1=Nc1ccccc1 | 12.0 | -8.5 | 1.4 | 0.2
C/C(=N/NC(=O)Cc1cccs1)c1ccccc1 | -10.4 | -22.5 | 0.5 | -0.1
CCN(CC)C(=O)C1CCCN(c2nc(C)cc(NCc3cccc(C(F)(F)F)c3)n2)C1 (centres undefined) | 2.9 | 35.2* | -1.6 | 0.0
CCCCNC(=O)CCC(=O)NNc1nc2ccccc2c2nc(-c3ccccc3)nn12 | 5.1 | 8.0 | -1.0 | 0.0
Fc1cccc(F)c1CNCC1NCCc2ccccc21 (centres undefined) | 78.1* | 7.8 | 1.2 | 0.1
COc1ccc(-c2nnn(Cc3ccc(Cl)cc3)n2)cc1OC | 1.5 | 3.5 | 0.0 | -0.1
Nc1cc(N)cc(C(=O)Nc2ccc(N)cc2N)c1 | 13.8 | -0.8 | 0.1 | -0.1
N#C/C(=C/c1cn(Cc2ccccc2Cl)c2ccccc12)C(N)=O | 8.5 | -28.7 | -0.5 | 0.0
Nc1nc(-c2ccc(O)c(O)c2)cs1 | 79.2* | 2.6 | 0.5 | -0.1
C=CCN1CCN(C(c2ccc(C)cc2)c2nnnn2Cc2ccc(OC)cc2)CC1 (centres undefined) | 21.2 | 7.0 | 0.1 | 0.2
C=CCNC(=O)c1cn(C(C)CC)cc(C(=O)NCc2cccs2)c1=O (centres undefined) | -6.3 | -27.9 | -1.4 | 0.0
COc1ccc(C(C)(C)C)cc1NC(=O)CSc1ncn[nH]1 | 2.6 | 3.6 | 0.9 | -0.1
CCC1C(=O)NCCN1Cc1ccc2c(c1)CN(Cc1ccc3c(c1)CCCN3C)CCO2 (centres undefined) | 3.0 | 11.1 | 0.4 | -0.3
FC(F)(F)c1ccc(Cl)c(N2N=C(c3ccc(Br)cc3)CC2c2ccc(Br)cc2)c1 (centres undefined) | -6.7 | 2.2 | 0.3 | 0.0
CCOC(=O)N1CCC(NCc2c(C(=O)O)c(C)n(Cc3ccccc3F)c2C)CC1 | 15.9 | -0.4 | -0.5 | 0.0
S=C(NCCCn1ccnc1)Nc1ccc(Oc2ccccc2)cc1 | -10.8 | 0.6 | 0.5 | -0.3
COCC(C)Nc1ncnc2c1c(-c1ccccc1)cn2-c1ccc(C)c(Cl)c1 (centres undefined) | 0.8 | -0.4 | 0.5 | -0.1
COCCNC(=O)c1ccc(-c2cccc(Cl)c2Cl)nc1N(C)C | 20.2 | -65.1 | 0.1 | 0.1
CC(C)C(=O)Nc1ccc(NC(=O)COc2ccc(Br)cc2)cc1 | 8.8 | -0.9 | -0.5 | 0.7
Cn1c2ccccc2c2cnn(CC(=O)NC3CCCCCC3)c(=O)c21 | -13.2 | -6.4 | -0.3 | -0.1
CC(C)(C)c1ccc(CNc2cc(N3CCCC3)ccc2[N+](=O)[O-])cc1 | 15.2 | 1.5 | -0.7 | 0.0
CCOC(=O)/C=C(\C)NCCCN/C(C)=C/C(=O)OCC | 1.1 | 4.9 | -0.9 | 0.1
Cc1ccc(Cl)cc1N1CCN(C(=O)CN2C(=O)C3C4C=CC(C4)C3C2=O)CC1 (centres undefined) | 15.7 | 8.6 | 1.3 | 0.3
Cc1cc(-c2ccccc2)[nH]c(=O)c1-c1ccccc1 | 14.9 | 7.8 | -0.9 | 0.8
C=CCNC(=O)/C(C#N)=C/c1c(Oc2ccc(OC)cc2)nc2ccccn2c1=O | 2.1 | -5.6 | -5.3 | 0.2
CC(=O)COc1ccc2c(oc(=O)c3ccccc32)c1C | -8.0 | -75.2 | 7.0* | -0.1
COc1ccc(CNC(=O)c2ccc(N(C)S(=O)(=O)c3ccc(Cl)cc3)cc2)cc1 | 7.8 | 10.7 | 1.0 | 0.2
CCCc1nnc2sc(NC(=O)c3cccc(OC)c3)nn12 | 11.5 | 1.4 | 0.5 | -0.1
CCn1c(CC(=O)Nc2ccccc2)nnc1SCc1ccc([N+](=O)[O-])cc1 | 2.2 | 11.5 | 0.8 | 0.0
CCOCc1nnc(NC(=O)c2ccccc2SCC)s1 | -2.5 | -7.7 | -1.1 | 0.5
O=C(NC1CCCC1)c1ccc(CS(=O)c2ccccc2)o1 (centres undefined) | -12.7 | 1.6 | 2.6 | 0.0
CCCc1cc2c(=O)c(-c3ccc4c(c3)OCCCO4)c(C)oc2cc1OC | 16.8 | -12.3 | -2.1 | 0.1
CC(C)(C)c1ccc(OCCCOc2ccccc2/C=C2\NC(=O)NC2=O)cc1 | 8.2 | -69.1 | 1.1 | -0.1

Just GPR151 activ, MITF primary and TEAD-YAP block, for some of the entries so far:
SMILES,GPR151 activ,MITF primary,TEAD-YAP block
Cc1cc(-c2ccccc2)[nH]c(=O)c1-c1ccccc1,-0.9,14.9,7.8
C=CCNC(=O)/C(C#N)=C/c1c(Oc2ccc(OC)cc2)nc2ccccn2c1=O,-5.3,2.1,-5.6
CC(=O)COc1ccc2c(oc(=O)c3ccccc32)c1C,7.0*,-8.0,-75.2
COc1ccc(CNC(=O)c2ccc(N(C)S(=O)(=O)c3ccc(Cl)cc3)cc2)cc1,1.0,7.8,10.7

(cont.)
SMILES | MITF primary | TEAD-YAP block | GPR151 activ | FBW7 activator
O=C(CCCOc1ccccc1)Nc1ccc(C(=O)O)cc1 | 9.8 | 4.6 | -7.0 | 0.0
CC(C(=O)NCC1CCCO1)C1Sc2ccccc2N(Cc2ccccc2Cl)C1=O (centres undefined) | 12.4 | 1.4 | 0.5 | 0.0
COCCNC(=O)c1ccc(C)c(I)c1 | 14.5 | 2.2 | -0.8 | 0.3
CC(C)[C@@H](Cn1nnc2ccccc21)NC(=O)c1cncc(O)c1 | -18.0 | -3.8 | -0.3 | 0.0
CCC(=O)NC1(C(F)(F)F)C(=O)Nc2c1c(=O)n(C)c(=O)n2C (centres undefined) | 10.1 | -3.3 | 0.4 | 0.6
COc1ccccc1Nc1cc(C)nc2ccc(Cl)cc12 | 8.6 | 4.3 | -0.4 | -0.1
O=C(Cc1noc2ccccc12)N1CCn2c1nc1ccccc12 | 9.8 | -14.6 | 0.4 | 0.4
N#Cc1cccc(CN2CCC(=O)N(Cc3ccc(Cl)nc3)CC2)c1 | 12.2 | 0.9 | -2.0 | -0.1
CCN(C(=O)CSc1nnc(Nc2ccccc2C)s1)C1CCS(=O)(=O)C1 (centres undefined) | 10.6 | -0.5 | 0.0 | 0.0
CCC(=O)N1N=C(c2ccccc2)CC1c1ccccc1[N+](=O)[O-] (centres undefined) | 2.3 | -20.1 | 1.5 | 0.0
COc1cc2nc(Nc3ccncc3)nc(Nc3ccc(N4CCOCC4)cc3)c2cc1OC | 17.9 | -7.1 | 6.6* | -0.2
CCc1c(C)nc(N)n2c(SCC(=O)N3CCc4ccccc43)nnc12 | 3.7 | -0.7 | -0.8 | -0.1
COc1cc(Br)c(/C=N/NS(=O)(=O)c2ccc(C)cc2)cc1OC | -15.7 | -1.9 | -1.4 | -0.3
CCC(=O)N1c2ccccc2-c2nnc(SC)nc2OC1c1cccnc1 (centres undefined) | 3.2 | -8.9 | -1.2 | 0.0
COc1ccc2oc(=O)c(-c3nnc(Nc4cccc5ccccc45)s3)cc2c1 | 0.9 | -6.2 | 0.2 | -0.2
COc1ccccc1N1CCN(C(=O)CCNC(=O)Cn2cnc3ccccc3c2=O)CC1 | -8.9 | -0.8 | 2.2 | 0.0
CN(C)CCSc1nnnn1-c1ccc(C(N)=O)cc1 | -14.9 | 4.2 | -1.3 | 0.0
O=C1N/C(=C/c2ccc(Cl)s2)C(=O)N1c1ccccc1 | 3.6 | -10.4 | -1.5 | 0.0
CC(=O)c1cccc(NC(=O)COc2ccc(S(=O)(=O)NC(C)C)cc2Cl)c1 | -1.3 | 10.1 | 2.0 | 0.1
CN(Cc1ccccc1)c1cc(-c2cccnc2)nc(-c2cccnc2)n1 | 2.8 | 9.5 | -0.8 | -0.1
COc1ccc(-n2nnc3c(SCC(=O)c4ccccc4)ncnc32)cc1 | -5.2 | -7.7 | 0.6 | -0.3
CN(C)CCNC(=O)CCCN1C(=O)c2ccccc2C1=O | 18.6 | 4.1 | 0.8 | 0.3
O=C(Nc1cc(Oc2ccc(F)cc2)cc([N+](=O)[O-])c1)c1ccc(Br)cc1 | 3.8 | 5.9 | -0.1 | 1.0
O=C(Nc1ccc2[nH]ncc2c1)[C@H]1CCCN1 | 7.2 | 0.8 | 2.1 | -0.1

4 entries picked at random from the list so far:
SMILES | MITF primary | TEAD-YAP block | GPR151 activ | FBW7 activator
CC(=O)c1cccc(NC(=O)COc2ccc(S(=O)(=O)NC(C)C)cc2Cl)c1 | -1.3 | 10.1 | 2.0 | 0.1
CN(C)CCSc1nnnn1-c1ccc(C(N)=O)cc1 | -14.9 | 4.2 | -1.3 | 0.0
COc1ccccc1N1CCN(C(=O)CCNC(=O)Cn2cnc3ccccc3c2=O)CC1 | -8.9 | -0.8 | 2.2 | 0.0
O=C1N/C(=C/c2ccc(Cl)s2)C(=O)N1c1ccccc1 | 3.6 | -10.4 | -1.5 | 0.0

The list goes on.
SMILES | MITF primary | TEAD-YAP block | GPR151 activ | FBW7 activator
COc1ccc(N2C(=O)CSC2c2ccccc2)cc1 (centres undefined) | 0.7 | -7.3 | -1.7 | -0.2
CC(C)Cn1c(NCCCn2ccnc2)nc2c1c(=O)[nH]c(=O)n2C | -0.9 | 5.0 | 2.2 | 0.2
O=C(COc1ccc(S(=O)(=O)N2CCCCC2)cc1)Nc1ccc2c(c1)OCCO2 | -3.2 | 3.5 | -0.7 | -0.1
CC(C)(C)OC(=O)N1CCN(C(=O)Nc2ccc(C(=O)O)cc2)CC1 | 7.0 | 6.6 | 0.4 | 0.1
CCCNC(=O)Cn1cnc2sc(C(=O)N3CCC(C(=O)OCC)CC3)c(C)c2c1=O | 13.8 | -8.2 | 0.0 | 1.0
NS(=O)(=O)c1ccc(N/N=C/c2ccc(O)cc2)c([N+](=O)[O-])c1 | -3.7 | 6.7 | 0.4 | -0.4
O=C(OC1CCCCC1)c1cc2cc(Br)cc(Br)c2oc1=O | 2.5 | 7.1 | -0.3 | 0.1
Cc1ccc(-c2nc3nnnn3nc2-c2ccc(C)cc2)cc1 | 4.4 | -13.5 | -0.9 | 0.1
COc1ccc(CN2CCN(Cc3cccc(OC)c3OC)CC2CCO)c(C)c1C (centres undefined) | 0.2 | 1.2 | -0.1 | 0.0
COc1cc(C=O)ccc1OS(=O)(=O)c1ccc(Cl)c([N+](=O)[O-])c1 | 8.9 | 6.1 | -0.6 | -0.1
O=C(c1cccn2c(=O)c3cc4ccccc4cc3nc12)N1CCN(Cc2ccccc2)CC1 | 9.0 | -6.8 | -0.8 | 0.1
COC(=O)c1ccc2nc(-c3ccc(Cl)cc3)c(-c3ccc(Cl)cc3)nc2c1 | 5.8 | -3.9 | 0.1 | -0.1
O=C(C1CCN(C2CCN(Cc3ccc(F)cc3Cl)CC2)CC1)N1CCCC1 | -3.2 | -2.9 | -0.5 | -0.1
CCCCCCCC(=O)Oc1ccc(C(=O)Nc2nnc(C)s2)cc1 | 0.9 | 5.9 | 0.7 | 0.0
OCC1OC(n2nc3ccccc3n2)C(O)C(O)C1O (centres undefined) | -10.3 | -5.1 | 0.0 | 0.2
O=C(CSc1nnc(-c2cccnc2)o1)c1ccc2c(c1)OCCO2 | 3.0 | 10.8 | 2.9 | -0.2
CCCCCCCC(=O)N/N=C/c1cccc(OC)c1 | 0.6 | -1.5 | 2.6 | 0.2
COc1ccc(/C=N\NC(=O)C2=NNC(=O)C2C)cc1 (centres undefined) | 7.3 | 36.0* | -0.7 | -0.3
CCSc1nnc2c(n1)OC(c1cc(Br)cc(Br)c1OC)Nc1ccccc1-2 (centres undefined) | -5.9 | -8.3 | 0.2 | -0.2
COC(=O)c1sc(N)c(C(=O)OC)c1CN1c2cccc3cccc(c23)S1(=O)=O | 7.8 | -5.0 | -0.7 | -0.2
Cc1cc(N2CCCC(C(=O)NC(C)(C)C)C2)nc(C)n1 (centres undefined) | 8.8 | -5.2 | 0.5 | -0.3
COc1ccc(Cl)cc1NC(=O)CN1C(=O)NC(c2ccccc2)(c2ccccc2)C1=O | 19.1 | 3.9 | 3.9 | 0.5
CCN1CCC(N(Cc2ccco2)C(=O)Nc2cc(Cl)ccc2C)CC1 | 1.3 | 3.3 | -0.1 | -0.1
COC(=O)C1=C(C(=O)OC)[C@@H]2N(C)c3ccc(OC)cc3[C@@]23C[C@@H](C(=O)OC)N(C(=O)N2CCNC2=O)C3=N1 | 13.7 | nt | -0.9 | -0.1
COC(=O)C1=C(C)NC(C)=C(C(=O)OC)C1c1ccccc1 | -2.0 | 1.7 | -0.6 | 0.0
CCc1nn(C(CC)C(=O)NCc2cccc(OC)c2)c(=O)c2cc3oc(C)cc3n12 (centres undefined) | -12.1 | -2.1 | -0.4 | -0.3
CN1CCN(S(=O)(=O)c2cc([N+](=O)[O-])ccc2N/N=C/c2ccccc2)CC1 | -8.9 | -5.0 | 1.1 | 0.7
COCCN=c1scc(-c2ccco2)n1/N=C/c1ccccc1Br | 20.4 | -2.6 | -1.7 | 0.1
Cc1c(Cl)cccc1-n1c(SCC(=O)Oc2ccc(F)cc2F)nc2n[nH]c(C)c2c1=N | 9.3 | -1.9 | -0.5 | 0.0
COC(=O)c1ccccc1N(Cc1ccccc1)S(=O)(=O)c1ccc(OC)cc1 | -0.9 | 51.1* | -1.2 | 0.0

Rows were taken by chance, and some 3.5% of all compounds hit somewhere here.
